Screens from PubChem BioAssay.
Yeast tox – yeast growth toxicity, wild-type and mutant, primary screen, cytotoxicity control for eIF2B function restoration project, wild-type and eIF2Bepsilon R284H mutant, A595 | S. cerevisiae wild-type growth, A595 turbidity, 16 h | growth inhibition, % at 25 µM (by protocol) | hit rate 0.3% among 30,000;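 active = mutant and wild-type yeast strains alike exhibit over 30% growth inhibition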;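 note: 0% = untreated cell controls and 100% = YPD media blanks without cells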
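System: S. cerevisiae wild-type or eIF2Bepsilon-R284H mutant strain; times: 16 h growth with compound, 30 °C; signal: absorbance at 595 nm (turbidity); measure: growth inhibition (%) versus cell controls and blanks; compound: 25 µM single dose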
eIF2B yeast act – GCN4-lacZ reporter reduction in eIF2B-epsilon mutant yeast, primary screen, S. cerevisiae, eIF2B-epsilon R284H, Beta-Glo luminescence | inhibition, % at 25 µM (by protocol) | hit rate 0.91% among 27,000;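 active = mutant luminescence inhibited past about 50% while wild type luminescence and mutant growth stay under set limits, limit read from the data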; note: some compounds called inactive have numbers as strong as hits
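Assay system: yeast eIF2B-epsilon R284H mutant carrying GCN4–beta-galactosidase fusion / Buffer or medium: YPD / Incubation: 16 h growth with compound at 30 °C, 90 min Beta-Glo step / Detection: Beta-Glo luminescence after Z-buffer lysis, growth by 595 nm absorbance / Read-out: % inhibition of reporter signal and growth versus controls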
Yeast tox inhibition % – further read-out of Yeast tox, marked with its call; growth inhibition, %; S. cerevisiae eIF2Bepsilon-R284H mutant growth, A595 turbidity, 16 h;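 each compound tested once at 25 µM; 0% equals untreated cells and 100% equals cell-free medium blanks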
eIF2B yeast act mutant toxicity – also measured in eIF2B yeast act; calls as there; growth inhibition, %; measured here: mutant yeast growth, toxicity;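 each compound tested once at 25 µM; zero equals untreated control growth and 100 equals blank medium absorbance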
Starred values were filed as active, the others as inactive; · = not tested or not shown. Not all compounds are listed (hit frequency here may not be typical).

SMILES | Yeast tox | Yeast tox inhibition % | eIF2B yeast act | eIF2B yeast act mutant toxicity
CCOC(=O)CCNC(=O)CNC(=O)OCc1ccccc1 | 8 | 12 | -24 | 12
CC(C)(C)NC(=S)Nc1ccc(Nc2ccccc2)cc1 | 32 | 22 | 22 | 22
Cc1ccc(S(=O)(=O)NCCCNS(C)(=O)=O)cc1 | 5 | -10 | 17 | -10
Clc1ccc(-c2noc(COc3ccccc3)n2)cc1 | -3 | -2 | 32 | -2
Cc1ccc2[nH]c3c(=O)n(CCN4CCOCC4)cnc3c2c1 | 6 | 7 | -11 | 7
CCOC(=O)c1cnn2c(C(F)(F)F)cc(-c3cn(C)nc3C)nc12 | 12 | -4 | 12 | -4
O=C(NCc1ccc(Cl)cc1Cl)C(=O)N1CCCCC1 | 13 | 11 | -11 | 11
CCOc1ccc(NC(=O)CN2CCN(CC(=O)Nc3ccc(OC)cc3)CC2)cc1 | -2 | 9 | -14 | 9
CN(C)c1cc(N)c2ccccc2n1 (tested in a mixture with another compound) | -3 | -10 | 17 | -10
CC1(C)CC(=O)C=C(NCCCNC2CCCCC2)C1 | -11 | 8 | 53* | 8.1*
Cc1nn(CC(=O)Nc2nnc(CC(=O)N3CCCC3)s2)c(=O)c2ccccc12 | 3 | 47 | 39 | 47
CC12COC3(C(=O)Nc4nccs4)CC1CCC32C (configuration not stated) | 10 | 5 | 29 | 5
Cc1cccc(N2CCN(S(=O)(=O)c3ccc4c(c3)n(C)c(=O)c(=O)n4C)CC2C)c1 (configuration not stated) | 1 | -10 | 19 | -10
Cc1cc(=O)[nH]c(Nc2c(C)n(C)n(-c3ccccc3)c2=O)n1 | 20 | 5 | 16 | 5
COC(=O)c1scc(C)c1N/N=C(\C)c1ccc(F)cc1 | 9 | -19 | -1 | -19
Cc1ccc(C)c(Cc2c(C)nc3c(C(=O)NCc4ccc5c(c4)OCO5)cnn3c2C)c1 | 17 | 0 | 21 | ·
CN(Cc1ccccc1)C(=O)CN(c1ccc(F)cc1)S(=O)(=O)c1ccc2c(c1)OCCO2 | 17 | 3 | -29 | 3
O=C(Nc1ccc(F)cc1)c1cccnc1N1CCOCC1 | 10 | -18 | 13 | -18
Cc1nn(CCC#N)c(NC(=O)c2ccc(Cl)cc2Cl)c1P(=O)(Nc1ccc([N+](=O)[O-])cc1)N1CCOCC1 (configuration not stated) | 10 | 0 | -13 | ·
CCCCCNc1nc2ccccc2nc1NS(=O)(=O)c1cccs1 | -4 | 13 | · | ·
Cc1ccc(N(CC(=O)NCc2cccs2)S(=O)(=O)c2cccs2)cc1 | 23 | 7 | 23 | 7
COc1cccc(NC(=O)c2ccccc2-c2nc(-c3cccc(C)c3)no2)c1 | 2 | 8 | 14 | 8
O=C1c2[nH]nc(-c3ccccc3O)c2C(c2cccc(O)c2)N1Cc1ccco1 (configuration not stated) | 4 | 9 | · | ·
CCCCSc1nc(C)[nH]c1[N+](=O)[O-] | -2 | 8 | · | ·
CCC(Sc1ccc2nnc(-c3ccc(F)cc3)n2n1)C(=O)OC (configuration not stated) | -4 | -7 | 6 | -7
C(=N\n1cnnc1)/c1cn(-c2cccs2)nc1-c1ccccc1 | -22 | -17 | 16 | -17
Fc1ccc(-n2c(Cc3ccccc3)nnc2SCc2nc(-c3cccs3)no2)cc1 | -13 | 0 | 12 | ·
COc1ccccc1OCC(=O)Nc1nnc(-c2ccco2)s1 | 12 | 5 | -15 | 5
c1ccc(-c2cnc(-c3ccccc3)nc2)cc1 | 26 | 20 | 19 | 20
CCCn1nnnc1SCC(=O)N1CCN(C(=O)c2ccco2)CC1 | -41 | -9 | 18 | -9

Some of the entries above in a different format:
Values run as follows: Yeast tox	Yeast tox inhibition %	eIF2B yeast act	eIF2B yeast act mutant toxicity
Cc1ccc(N(CC(=O)NCc2cccs2)S(=O)(=O)c2cccs2)cc1
  23	7	23	7
COc1cccc(NC(=O)c2ccccc2-c2nc(-c3cccc(C)c3)no2)c1
  2	8	14	8
O=C1c2[nH]nc(-c3ccccc3O)c2C(c2cccc(O)c2)N1Cc1ccco1 (configuration not stated)
  4	9	·	·
CCCCSc1nc(C)[nH]c1[N+](=O)[O-]
  -2	8	·	·

(more compounds)
SMILES | Yeast tox | Yeast tox inhibition % | eIF2B yeast act | eIF2B yeast act mutant toxicity
Cc1ccccc1NC(=O)CCN1CCCCCC1 | -5 | -43 | -8 | -43
Cc1noc(C)c1CSc1nnc2n(-c3ccccc3)c(=O)c3ccccc3n12 | -18 | -5 | 22 | -5
COc1cccc(C(=O)N(Cc2nc(-c3ccc(C)cc3)no2)C(C)C)c1 | 9 | -48 | 8 | -48
O=[n+]1c2c(n([O-])c3ccccc31)CCC2 | 16 | -17 | 3 | -17
CCc1ccc(-c2nc(CN3CCC(C(=O)NCc4ccccc4OC)CC3)c(C)o2)cc1 | 2 | -10 | · | ·
Cc1cc(C(=O)Nc2ccc(S(=O)(=O)Nc3nccs3)cc2)c(C)o1 | 12 | -18 | 20 | -18
Cc1c(N=C2NC(=O)C(CC(=O)Nc3ccccc3)S2)c(=O)n(-c2ccccc2)n1C (configuration not stated) | -9 | 20 | -1 | 20
O=C(NC1(C(F)(F)F)NC(=O)N(Cc2ccccc2)C1=O)c1cccs1 (configuration not stated) | 1 | -32 | -2 | -32
c1ccc(CN2CN=C(Nc3nc4ccccc4s3)NC2)cc1 | -4 | 14 | 8 | 14
COC(=O)c1ccc(/C=N\n2c(C)nnc2C)cc1 | 0 | -4 | -14 | -4

As entered above:
Result for Cc1cc(C(=O)Nc2ccc(S(=O)(=O)Nc3nccs3)cc2)c(C)o1 under Yeast tox inhibition %: -18
Result for O=[n+]1c2c(n([O-])c3ccccc31)CCC2 under eIF2B yeast act mutant toxicity: -17
Result for COc1cccc(C(=O)N(Cc2nc(-c3ccc(C)cc3)no2)C(C)C)c1 under Yeast tox inhibition %: -48
Result for Cc1c(N=C2NC(=O)C(CC(=O)Nc3ccccc3)S2)c(=O)n(-c2ccccc2)n1C (configuration not stated) under Yeast tox inhibition %: 20

Another view of 2 compounds above.
| SMILES | Yeast tox | Yeast tox inhibition % | eIF2B yeast act | eIF2B yeast act mutant toxicity |
| --- | --- | --- | --- | --- |
| Cc1cc(C(=O)Nc2ccc(S(=O)(=O)Nc3nccs3)cc2)c(C)o1 | 12 | -18 | 20 | -18 |
| Cc1c(N=C2NC(=O)C(CC(=O)Nc3ccccc3)S2)c(=O)n(-c2ccccc2)n1C (configuration not stated) | -9 | 20 | -1 | 20 |

New compounds follow
SMILES | Yeast tox | Yeast tox inhibition % | eIF2B yeast act | eIF2B yeast act mutant toxicity
COC(=O)C1=C(C)Nc2nnnn2C1c1ccccc1Cl (configuration not stated) | 0 | -30 | -3 | -30
CCOC(=O)c1c(CN2CCN(C)CC2)oc2ccc(O)cc12 | 16 | -20 | 28 | -20
CCS(=O)(=O)N1CCC(C(=O)NCCN2CCOCC2)CC1 | 21 | 12 | 12 | 12
Cn1c(=O)c(=O)n(C)c2cc(S(=O)(=O)N3CCN(Cc4ccccc4)CC3)ccc21 | 3 | -20 | -15 | -20
COc1ccc(/C=N/NC(=O)Nc2nonc2N)cc1 | · | · | -19 | ·
CC(=O)Nn1cnc2c(c1=O)C1(CCCC1)Cc1ccccc1-2 | 4 | 0 | 2 | ·
Cc1ccc(-n2c(CCC(=O)O)ccc2-c2cccs2)cc1C | -35 | 0 | -4 | ·
CCOC(=O)c1ccc(Oc2nc(NC)nc(SC)n2)cc1 | -23 | 9 | 23 | 9
Cc1ccc(NC(=O)Cc2nnc(SCC(=O)c3ccc(Br)cc3)n2C)cc1Cl | 4 | -39 | 9 | -39
COC(=O)CN(c1ccc(OC)c(OC)c1)S(C)(=O)=O | · | · | 1 | ·

Of the compounds above, two have a nitro group on carbon:
SMILES | Yeast tox | Yeast tox inhibition % | eIF2B yeast act | eIF2B yeast act mutant toxicity
Cc1nn(CCC#N)c(NC(=O)c2ccc(Cl)cc2Cl)c1P(=O)(Nc1ccc([N+](=O)[O-])cc1)N1CCOCC1 (configuration not stated) | 10 | 0 | -13 | ·
CCCCSc1nc(C)[nH]c1[N+](=O)[O-] | -2 | 8 | · | ·

The list goes on:
SMILES | Yeast tox | Yeast tox inhibition % | eIF2B yeast act | eIF2B yeast act mutant toxicity
COc1ccc2c(c1)CCc1c-2n[nH]c1C(=O)O | · | · | 10 | ·
O=C(Nc1ccc2nc(-c3ccc4nc[nH]c4c3)[nH]c2c1)c1cccs1 | -12 | -73 | 24 | -73
CCOc1ccc2[nH]c(=O)c(CN(CC3COCCO3)C(=O)C3CC3)cc2c1 (configuration not stated) | -6 | 0 | 10 | ·
CC(C)=C1SC(N2CCN(c3ccc(C)cc3)CC2)=NC1=O | 11 | -15 | 34 | -15
